GluA2 TARP mod – modulators of GluA2-stargazin AMPA receptor complexes, primary screen, cell-based, membrane potential dye | actives 3.5% (n = 40,000) | HEK293 GluA2+stargazin, membrane potential dye (FDSS), glutamate EC50; hits were called plate by plate, in both directions | calls only at 30 µM;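 active = any of four per-well response measures lying three or more SD from its plate-wide compound average, in either direction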
Target sequence (O88602 whole entry, looked up): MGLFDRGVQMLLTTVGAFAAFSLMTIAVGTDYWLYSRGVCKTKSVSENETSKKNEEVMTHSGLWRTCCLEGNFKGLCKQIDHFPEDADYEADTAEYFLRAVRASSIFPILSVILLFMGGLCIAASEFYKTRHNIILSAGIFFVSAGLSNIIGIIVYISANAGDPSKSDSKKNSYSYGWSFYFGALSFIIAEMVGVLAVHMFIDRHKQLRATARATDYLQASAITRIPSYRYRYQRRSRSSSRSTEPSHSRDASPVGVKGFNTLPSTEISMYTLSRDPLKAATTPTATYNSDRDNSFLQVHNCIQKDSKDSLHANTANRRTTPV
Target sequence (P19491 whole entry, looked up): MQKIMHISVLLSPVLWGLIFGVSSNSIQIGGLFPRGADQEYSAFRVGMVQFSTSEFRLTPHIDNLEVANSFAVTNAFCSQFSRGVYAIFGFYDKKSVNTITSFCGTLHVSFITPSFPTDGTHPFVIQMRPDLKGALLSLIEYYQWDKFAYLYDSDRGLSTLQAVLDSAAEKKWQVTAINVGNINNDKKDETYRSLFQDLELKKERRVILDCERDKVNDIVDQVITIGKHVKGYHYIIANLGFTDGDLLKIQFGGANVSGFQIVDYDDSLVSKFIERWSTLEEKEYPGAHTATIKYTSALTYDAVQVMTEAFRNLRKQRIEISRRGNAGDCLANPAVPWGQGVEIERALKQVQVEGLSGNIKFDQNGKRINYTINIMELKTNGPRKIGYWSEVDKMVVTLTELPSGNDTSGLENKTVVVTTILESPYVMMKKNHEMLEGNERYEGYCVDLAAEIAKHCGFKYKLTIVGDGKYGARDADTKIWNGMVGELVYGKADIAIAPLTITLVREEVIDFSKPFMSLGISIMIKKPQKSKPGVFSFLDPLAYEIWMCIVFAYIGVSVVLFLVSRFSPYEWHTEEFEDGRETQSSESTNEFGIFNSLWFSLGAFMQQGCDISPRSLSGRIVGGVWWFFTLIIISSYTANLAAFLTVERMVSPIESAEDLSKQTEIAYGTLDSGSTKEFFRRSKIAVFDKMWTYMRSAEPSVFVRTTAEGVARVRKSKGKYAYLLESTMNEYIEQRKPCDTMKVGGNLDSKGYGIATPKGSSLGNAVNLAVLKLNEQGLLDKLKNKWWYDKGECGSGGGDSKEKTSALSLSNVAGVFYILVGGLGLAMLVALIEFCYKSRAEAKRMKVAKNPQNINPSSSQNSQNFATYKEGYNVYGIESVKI
GluA2 TARP mod agonism max-min – second read-out of GluA2 TARP mod, no call of its own (marks repeat the call); compound max-min signal; compound-alone response (agonism);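 unitless range of fluorescence divided by baseline over first 100 seconds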
GluA2 TARP mod glutamate slope – second read-out of GluA2 TARP mod, no call of its own (marks repeat the call); glutamate slope, % of max; measured here: glutamate response slope, % max;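 scaled per plate between vehicle wells and maximal 1 mM glutamate control wells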
Active calls of the source: *; i = inactive; + = active, no number; & = joins results of further samples.

SMILES | GluA2 TARP mod | GluA2 TARP mod agonism max-min | GluA2 TARP mod glutamate slope
CC(C)(Oc1ccc(Cl)cc1)C(=O)Nn1cnc2c(cnn2-c2ccccc2)c1=O | i | 0.086 | 60
Cc1cccc(C)c1NC(=O)/C(C#N)=C/c1ccc(C(C)C)cc1 | i | 0.066 | 72
O=C(Cc1ccc(-c2ccccc2)cc1)NCC(O)Cc1ccccc1 (centres undefined) | i | 0.15 | 83
O=C(NCc1cccc2ccccc12)NCC1CCN(C(=O)c2ccccc2F)CC1 | i | 0.028 | 64
Cc1cc(C)c(NC(=O)CSc2ncc(S(=O)(=O)c3ccc(C(C)(C)C)cc3)c(=O)[nH]2)c(C)c1 | i | 0.11 | 53
Cn1c(=O)c2c(ncn2CC(=O)Nc2ccc(F)cc2F)n(C)c1=O | i | 0.12 | 68
COCCn1c(N)c(-c2nc3ccccc3n2C)c2nc3ccccc3nc21 | + | 0.27* | 51*
CCOC(=O)CC(N)c1ccc(OC)c2ccccc12 (centres undefined) | i | 0.041 | 36
O=C(NCc1ccccc1)C(=O)Nc1c2c(nn1-c1cccc(Cl)c1)CS(=O)(=O)C2 | i | 0.075 | 89
O=S(=O)(c1ccccc1)N1N=C(c2ccco2)CC1c1ccccc1F (centres undefined) | i | 0.051 | 81
O=C(CCN1C(=O)c2ccccc2S1(=O)=O)Nc1cccc(Cl)c1 | i | 0.055 | 56
COc1cccc(-n2nnnc2SCC(=O)NC(C)C)c1 | i | 0.084&0.046 | 49&110
O=C(Cn1nc(-c2cccc([N+](=O)[O-])c2)ccc1=O)N1CCCc2ccccc21 | i | 0.073 | 53
Cc1ccc(C)c(Cn2c(C3CC(=O)N(C)C3)nc3ccccc32)c1 (centres undefined) | i | 0.094 | 65
COc1cccc(/C=C2/SC(=S)N(c3ccc(O)cc3)C2=O)c1OC | i | 0.1 | 54
O=C(NCC1COC2(CCCCC2)O1)c1cc(Br)ccc1Cl (centres undefined) | i | 0.032 | 80
O=c1cc(-c2ccc(F)cc2)ncn1Cc1cccc2ccccc12 | i | 0.12 | 42
COc1ccc(CC(=O)Nc2ccc(CC(=O)N3CCCC3)cc2)cc1OC | i | 0.037 | 29
Cc1cc(C)c2nc(N(CCCN3CCOCC3)C(=O)c3ccn(C)n3)sc2c1 | i | 0.16 | 41
Cn1nnc2c(N3CCN(C(=O)c4ccccc4C(F)(F)F)CC3)ncnc21 | i | 0.061 | 34
Cn1cccc(C(=O)NCC2CCN(S(=O)(=O)C3CC3)CC2)c1=O | i | 0.082 | 42
CC1CCc2c(sc(NC(=O)CCCS(=O)(=O)c3ccc(Cl)cc3)c2C(N)=O)C1 (centres undefined) | i | 0.11 | 56
O=C(CSc1nc(=O)n(CCCO)c2c1CCCC2)Nc1cccc([N+](=O)[O-])c1 | i | 0.08 | 57
O=C1CCN(C(=O)COc2ccc(Cl)cc2)c2ccccc2N1 | i | 0.14 | 48
O=C(NCCn1ncc2c(N3CCN(c4ncccn4)CC3)ncnc21)c1cccs1 | i | 0.059 | 54

Overlap with the part before: 7 entries, then new ones.
SMILES | GluA2 TARP mod | GluA2 TARP mod agonism max-min | GluA2 TARP mod glutamate slope
Cc1cc(C)c2nc(N(CCCN3CCOCC3)C(=O)c3ccn(C)n3)sc2c1 | i | 0.16 | 41
Cn1nnc2c(N3CCN(C(=O)c4ccccc4C(F)(F)F)CC3)ncnc21 | i | 0.061 | 34
Cn1cccc(C(=O)NCC2CCN(S(=O)(=O)C3CC3)CC2)c1=O | i | 0.082 | 42
CC1CCc2c(sc(NC(=O)CCCS(=O)(=O)c3ccc(Cl)cc3)c2C(N)=O)C1 (centres undefined) | i | 0.11 | 56
O=C(CSc1nc(=O)n(CCCO)c2c1CCCC2)Nc1cccc([N+](=O)[O-])c1 | i | 0.08 | 57
O=C1CCN(C(=O)COc2ccc(Cl)cc2)c2ccccc2N1 | i | 0.14 | 48
O=C(NCCn1ncc2c(N3CCN(c4ncccn4)CC3)ncnc21)c1cccs1 | i | 0.059 | 54
O=C(NCCCO)C(=O)Nc1cccc(C(F)(F)F)c1 | i | 0.088 | 53
COCCNC(=O)c1cc(-c2cccs2)nc2c1c(C)nn2C1CCS(=O)(=O)C1 (centres undefined) | i | 0.1 | 55
CN(C)C(CNC(=O)CCc1ccccc1)c1ccccc1 (centres undefined) | i | 0.096 | 55
Cc1ccc(NC(=O)c2ccc(S(=O)(=O)N3CCCCC3)cc2)c(C(=O)c2ccccc2)c1 | i | 0.11 | 69
O=C(Nc1nnc(CSc2ccccc2)o1)c1nc2ccccc2s1 | i | 0.11 | 37
Cc1cc(N2CCCCC2)nc(NCCNC(=O)Nc2ccc(F)cc2F)n1 | i | 0.18 | 70
CCN1CCc2c(sc(NC(=O)CSc3ccccc3)c2-c2nc3ccccc3s2)C1 | i | 0.095 | 57
CC(=O)N1CCN(S(=O)(=O)c2ccc(C(=O)NCc3cccnc3)cc2)CC1 | i | 0.091 | 66
CCNC(=O)C(=O)NCCc1ccc2c(c1)CCCN2C | i | 0.093 | 56
CCOCC(=O)NCc1ccc2c(c1)cc(C)n2C | i | 0.057 | 55
Cc1ccc(NC(=O)c2ccc(S(=O)(=O)N3CCCC3)cc2)c(C(=O)c2ccccc2)c1 | i | 0.12 | 65
O=S(=O)(c1cccc(C(F)(F)F)c1)N1CCC(Cc2ccccc2)CC1 | i | 0.073 | 61
COc1ccc2cc(C(=O)NCC#CCN3CCc4ccccc4C3)[nH]c2c1 | i | 0.069 | 51
Cn1cc(C(=O)N2CCOCC2)cc(NC(=O)C(=O)c2c[nH]c3ccccc23)c1=O | i | 0.075 | 60
CCCn1c(-c2ccc(OC)cc2)nc2c(c(=O)c3ccccc3n2C)c1=O | i | 0.11 | 36
CCc1ccc(C(=O)N2CCC3(CC2)NC(=O)N(Cc2ccc(Cl)cc2)C3=O)cc1 | i | 0.083 | 21
CSc1ccc(NC(=O)c2cccc(F)c2)nn1 | i | 0.11 | 46
COc1ccc(-c2cc(CC(=O)NCc3cccc(OC)c3)no2)cc1 | i | 0.044 | 26
CCOc1ccc2nc(N(CCN3CCOCC3)C(=O)/C=C/c3cccs3)sc2c1 | i | 0.093 | 54
COC(=O)c1ccc(OCC(O)CN2CCN(c3ccccc3OC)CC2)cc1 (centres undefined) | i | 0.075 | 65
CCOc1ccccc1NC(=O)N1CCN(CCNC(=O)c2ccc3c(c2)OCO3)CC1 | i | 0.07 | 65
Cc1ccc(CNC(=O)CSc2nc(=O)n(CC3CCCO3)c3c2CCC3)cc1 (centres undefined) | i | 0.08 | 52
CCc1ccc(OC)c(S(=O)(=O)Nc2ccccc2C(=O)O)c1 | i | 0.098 | 50
Cc1cc(-c2nnc(NC(=O)Cc3cccs3)o2)nn1C | i | 0.065 | 35
Cc1ccc(NC(=O)C(=O)NCC(c2cccn2C)N2CCOCC2)cc1F (centres undefined) | i | 0.066 | 45

Other structures.
SMILES | GluA2 TARP mod | GluA2 TARP mod agonism max-min | GluA2 TARP mod glutamate slope
Cc1ccc(-n2ncc3c(=O)n(CC(=O)N4CCCCCC4)cnc32)c(C)c1 | i | 0.13 | 64
O=C(c1ccc(Cl)c(S(=O)(=O)N2CCCCC2)c1)N1CCc2ccccc21 | i | 0.093 | 73
CC(=O)Nc1ccc(NC(=O)c2n[nH]c3ccccc23)cc1 | i | 0.05 | 39
CCNC(=O)C1CCN(c2cc(SCC(=O)Nc3cc(C)ccc3C)ncn2)CC1 | i | 0.094 | 52
O=C(CCCS(=O)(=O)c1ccc(Cl)cc1)Nc1cccc([N+](=O)[O-])c1 | i | 0.11 | 54
CC(O)(CNC(=O)Cc1cccs1)c1ccc2c(c1)OCO2 (centres undefined) | i | 0.11 | 47
Cn1c(-c2ccccn2)nn(CCNC(=O)CCn2cnc3ccccc3c2=O)c1=O | i | 0.11 | 54
COc1ccc(CCNC(=O)c2ccc(Br)cc2)cc1 | i | 0.057 | 71
CC1(C)COCN1C(=O)c1ccc(N2CCC(Cc3ccccc3)CC2)nn1 | i | 0.041 | 52
CC1=C(C(=O)Nc2cccc(C(F)(F)F)c2)C(c2ccsc2)C2=C(CC(c3ccccc3)CC2=O)N1 (centres undefined) | i | 0.085 | 50
COc1ccc(/C=C/C(=O)Nc2ccc(Cl)c(Cl)c2)cc1OC | i | 0.15 | 61
O=C(Nc1ccc2c(c1)OCO2)C1CCN(c2ccc(-c3ccc(Cl)cc3)nn2)CC1 | + | 0.15* | 6.1*
Cc1ccc(C)c(-c2csc(NC(=O)c3ccc(S(=O)(=O)C(C)C)cc3)n2)c1 | i | 0.1 | 52
CC(NC(=O)Cc1nnc(-c2ccccn2)o1)c1ccccc1 (centres undefined) | i | 0.11 | 57
Cc1cc(C(=O)N2CC(C(=O)NCC(N)=O)C2)no1 | i | 0.096 | 54
Cc1ccc(-c2csc(NC(=O)C3CCN(S(=O)(=O)c4ccc(Cl)cc4)CC3)n2)cc1 | i | 0.054 | 42
O=C(NCc1ccc2c(c1)OCO2)c1ccc2c(=O)nc3c(-c4ccc(Cl)cc4)n[nH]n3c2c1 | i | 0.099 | 53
CC(C)n1nccc1-c1nnc(NC(=O)C2COc3ccccc3O2)o1 (centres undefined) | i | 0.062 | 35
CC1C(=O)NCCN1C(=O)c1ccc(S(=O)(=O)N(C)C)cc1 (centres undefined) | i | 0.069 | 39
COc1cc(OC)cc(C(=O)NCC(c2cccc3ccccc23)N2CCCC2)c1 (centres undefined) | i | 0.09 | 52
COc1ccc(CCNC(=O)NCC(O)c2cccn2C)cc1 (centres undefined) | i | 0.1 | 61
COc1ccc(S(=O)(=O)c2cnc(SCC(=O)Nc3ccc(Cl)cc3)[nH]c2=O)cc1 | i | 0.15 | 66
CC(=O)Nc1sccc1-c1nc2ccccc2s1 | i | 0.072 | 75
O=C(/C=C/c1cccs1)Nc1nnc(Cc2cccs2)o1 | i | 0.13 | 54
O=C(Cn1nc(C(=O)Nc2ccccc2)ccc1=O)Nc1cccc(F)c1 | i | 0.049 | 42

Next section:
SMILES | GluA2 TARP mod | GluA2 TARP mod agonism max-min | GluA2 TARP mod glutamate slope
CCOc1ccc2c(c1)sc(=NC(=O)c1ccc(S(=O)(=O)C(C)C)cc1)n2CCOC | + | 0.2* | 63*
COc1ccc(OC)c(Nc2nc(CC(=O)Nc3cccc(C)c3C)cs2)c1 | i | 0.17 | 65
CCCC1Oc2ccccc2C(=O)N(CC(=O)c2ccc(F)cc2)C1=O (centres undefined) | i | 0.068 | 35
O=C(NCC1CCN(C(=O)c2ccccc2F)CC1)c1ccsc1 | i | 0.043 | 47
CCOc1ccc(NC(=O)/C=C/c2ccc(F)cc2)cc1 | i | 0.1 | 58
COc1ccc(-n2c(C)c(C)n3c4c(=O)n(CC(N)=O)c(=O)n(C)c4nc23)cc1 | i | 0.14 | 62
CC(CCc1ccccc1)NC(=O)C(=O)NC1CCCC1 (centres undefined) | i | 0.1 | 66
COc1cccc2c(=O)c(CN(CC(C)C)CC(C)C)c(C)[nH]c12 | i | 0.079 | 33
O=C(C1CC(=O)N(c2cccc(F)c2)C1)N1CCN(c2ncnc3c2nnn3-c2ccccc2)CC1 (centres undefined) | i | 0.022 | 58
COC(=O)N1CCc2c(sc(NC(=O)c3cccs3)c2-c2nc3ccccc3s2)C1 | i | 0.054 | 35
COCc1cnc2c(c1SCc1cccc([N+](=O)[O-])c1)c(=O)n(C)c(=O)n2C | i | 0.074 | 57
O=C(NCCOc1ccc2nnc(-c3ccc(F)cc3)n2n1)c1ccc(F)c(F)c1 | i | 0.11 | 47
c1ccc(CCSc2nnc(-c3cccs3)o2)cc1 | i | 0.075 | 52
CCc1nnc(-c2ccc(NC(=O)C3CC(=O)N(c4ccc(Cl)cc4)C3)cc2)o1 (centres undefined) | i | 0.086 | 52
COC(=O)c1ccc2c(=O)n(CCCC(=O)NCc3ccc(OC)cc3)c(=S)[nH]c2c1 | i | 0.14 | 59
CCOCCn1c(=O)c2c(nc3n(-c4ccccc4)c(C)c(C)n23)n(C)c1=O | i | 0.12 | 53
COc1ccccc1CCNC(=O)C1COCC(=O)N1Cc1ccccc1 (centres undefined) | i | 0.059 | 52
CN(C)C(CNC(=O)C1CCN(S(C)(=O)=O)CC1)c1ccco1 (centres undefined) | i | 0.13 | 53
O=c1cc(-c2ccc(F)cc2)nc(SCc2nc(-c3cccc(Cl)c3)no2)[nH]1 | i | 0.085 | 52
Cc1ccccc1CN1CCC(Cn2cnc3ccccc32)CC1 | i | 0.07 | 49
COc1ccc(S(=O)(=O)CCC(=O)Nc2nc(-c3cc(Cl)sc3Cl)cs2)cc1 | i | 0.076 | 67
Cc1ccc(C)c(N2CCN(C(=O)CCCc3nnc4n(C)c(=O)c5sccc5n34)CC2)c1 | i | 0.13 | 67
COc1ccc(-n2ccn(CC(=O)Nc3ccc(OC)c(Cl)c3)c2=O)cc1 | i | 0.11 | 55
CC(=O)N1CCc2c(sc(NC(=O)Cc3ccccc3)c2-c2nc3ccccc3s2)C1 | i | 0.074 | 50
Cn1c(=O)c2c(nc(N3CCNCC3)n2CC(=O)c2ccc(Cl)cc2)n(C)c1=O | i | 0.18 | 81

Next entries:
SMILES | GluA2 TARP mod | GluA2 TARP mod agonism max-min | GluA2 TARP mod glutamate slope
COc1cc(NC(=O)Cn2cnc3ccccc32)c2ncccc2c1 | i | 0.081 | 66
ON=c1ccc2nc3ccccc3nc2cc1 | i | 0.13 | 37
COc1cccc(N2C(=NC(=O)c3cccc([N+](=O)[O-])c3)SC3CS(=O)(=O)CC32)c1 (centres undefined) | i | 0.073 | 65
CCOc1ccc(Cl)cc1S(=O)(=O)Nc1ccccc1C(=O)O | i | 0.1 | 48
Cc1ccc(N2C(=O)CCS2(=O)=O)cc1S(=O)(=O)Nc1ccccc1C(N)=O | i | 0.076 | 60
CCN(CC)c1ncnc2c1cnn2Cc1ccc(Cl)cc1 | i | 0.045 | 31

Quoted at random: 2 records from the list.
SMILES | GluA2 TARP mod | GluA2 TARP mod agonism max-min | GluA2 TARP mod glutamate slope
CCOc1ccccc1NC(=O)N1CCN(CCNC(=O)c2ccc3c(c2)OCO3)CC1 | i | 0.07 | 65
O=S(=O)(c1ccccc1)N1N=C(c2ccco2)CC1c1ccccc1F (centres undefined) | i | 0.051 | 81

Not all compounds are listed; the hit share may differ from the screen's.
